Screening results from PubChem BioAssay.
BAZ2B block = qHTS Assay for Inhibitors of BAZ2B; Potency, µM (highest dose often 114 µM), inactives show at the highest dose activity change, negative = inhibition, most hits filed as inhibitors; Bromodomain adjacent to zinc finger domain protein 2B (Homo sapiens), Q9UIF8; AlphaScreen BAZ2B-H3K14Ac peptide displacement; actives 4.4% (n = 360,000); AID 504333, 2011; note: potency is the fitted concentration of half-maximal effect; % is set by controls: 0 for no effect and ±100 for the full control effect; nearly all actives have a fitted effect of over 60% in size
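In this displacement format the biotinylated H3(5-23) peptide acetylated at Lys14 serves as ligand at 50 nM, with BAZ2B at 50 nM in PBS pH 7.4 containing 0.01% Tween-20. Donor and acceptor beads are 10 ug/mL final.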
GLS inhibitor = qHTS for Inhibitors of Glutaminase (GLS); Glutaminase kidney isoform, mitochondrial (Homo sapiens), O94925; AID 624170, 2012; Potency, µM (highest dose often 45.5 µM), for the others: at the highest dose activity change, negative = inhibition, usual class: inhibitors; actives 0.21% (n = 410,000); GLS enzymatic activity, qHTS titration; note: potency is the fitted concentration of half-maximal effect; % is set by controls: 0 for no effect and ±100 for the full control effect
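Coupled fluorescence readout: glutamate oxidase/HRP/Amplex Red detect glutamate formed by hKGA from L-glutamine (1 mM solution added). Buffer 45 mM KH2PO4 pH 8.2, 0.02% Tween-20; reads at t0 and 30 min RT.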
PI4K2A inh = qHTS for small molecular inhibitors of PI4K2A; purified PI4K2A, ADP-Glo luminescence, 1 h; active compounds read low; AID 1346378, 2018; activity change, negative = inhibition, % at 76.9 µM; actives 0.13% (n = 420,000); in the data active = activity change below about -50%; inconclusive = mostly about -30% to -49%;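 note: -100% = wells without enzyme as full effect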
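In this quantitative HTS, ADP production by PI4K2A was quantified luminescently after 1 h at ambient temperature; 100 microM adenosine served as plate-quality control.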
PGK inhibitor = qHTS Assay to Find Inhibitors of Phosphoglycerate Kinase; Potency, µM (highest dose often 57.5 µM), without a hit: top-dose activity change, negative = inhibition, hits mostly inhibitors; actives 0.043% (n = 380,000); Phosphoglycerate kinase, glycosomal (Trypanosoma brucei brucei), P07378; PGK/GAPDH coupled, Kinase-Glo luminescence, 60 min; note: potency is the fitted concentration of half-maximal effect; % is set by controls: 0 for no effect and ±100 for the full control effect; nearly all actives have a fitted effect of over 60% in size
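Recombinant glycosomal PGK reaction used 1,3-bisphosphoglycerate generated in-well by GAPDH (100nM final) in 100mM TEA pH 7.6, 5mM MgCl2, 0.01% Tween-20. After 60 minutes at room temperature, ATP was read by Kinase-Glo Plus luminescence end-point.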
HP1b chromo inh = HTS for Inhibitors of HP1-beta Chromodomain Interactions with Methylated Histone Tails; Potency, µM (series often up to 114 µM), for inactives: top-dose activity change, negative = inhibition, usual class: inhibitors; actives 0.56% (n = 390,000); AlphaScreen HP1-beta / biotin-H3K9me3 peptide binding; note: potency is the fitted concentration of half-maximal effect; nearly all actives have a fitted effect of over 70% in size; inactives centre near 23
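HP1-beta protein (50 nM final) preincubated 30 min at room temperature with biotinylated H3(1-18)K9me3 peptide (50 nM) in PBS pH 7.4, 0.01% Tween-20, then compound added for 30 min. AlphaScreen streptavidin donor/nickel chelate acceptor beads (10 ug/mL final), 30 min dark, luminescence read.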
Pin1 inh = qHTS Assay to Find Inhibitors of Pin1 | Pin1 FP peptide displacement, HiFluor488, 10 min | Potency, µM (highest dose often 115 µM), without a hit: top-dose activity, negative = inhibition, usual class: inhibitors | actives 0.009% (n = 390,000) | AID 504891, 2011; active = well fitted inhibition curve with a large enough effect in the polarisation, with a control signal flat, not every such curve was filed as active; inconclusive = small, poorly fitted or top-dose-only effect, or effect the other way, or a change in a side signal; inactive = no such curve, though single readings can be large or run the other way; the % refers to the polarisation; note: potency is the fitted concentration of half-maximal effect; % is set by controls: 0 for no effect and ±100 for the full control effect
ERG-DNA inh = qHTS for Small Molecule Inhibitors of the ERG Ets/DNA interaction; fluorescence polarization, His-ERG Ets domain / labelled DNA; AID 624246, 2012; actives 0.028% (n = 370,000); Potency, µM (top dose mostly 76.9 µM), for the others: at the top dose FP activity, negative = inhibition, actives largely listed as inhibitors; active = well fitted inhibition curve with a large enough effect in the polarisation, with a control signal flat; inconclusive = small, poorly fitted or top-dose-only effect, or effect the other way, or a change in a side signal; inactive = no such curve, though single readings can be large or run the other way; the % refers to the polarisation;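 note: polarization taken with two DNA probes labelled with fluorescein and Texas red; potency is the fitted concentration of half-maximal effect; % of control where 0% means no effect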
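His-tagged ERG Ets domain (1 uM in the protein solution; 300mM KCl, 50mM Tris-HCl, 1mM EDTA, 1mM DTT, pH 7.5) received compound, then a probe mix of 5 nM fluorescein-DNA and 100nM Texas-615-DNA. Fluorescence polarization was read for both dyes.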
JMJD2A Tudor inh = qHTS Assay for Inhibitors of JMJD2A-Tudor Domain; Lysine-specific demethylase 4A (Homo sapiens), O75164; AlphaScreen JMJD2A-Tudor / H3K4me3 peptide binding; Potency, µM (top dose mostly 114 µM), inactives show top-dose activity change, negative = inhibition, most hits filed as inhibitors; actives 4.4% (n = 390,000); AID 504339, 2011; note: potency is the fitted concentration of half-maximal effect; % is set by controls: 0 for no effect and ±100 for the full control effect; nearly all actives have a fitted effect of over 50% in size
Target sequence (O75164 whole entry, looked up, the tested form may be a part): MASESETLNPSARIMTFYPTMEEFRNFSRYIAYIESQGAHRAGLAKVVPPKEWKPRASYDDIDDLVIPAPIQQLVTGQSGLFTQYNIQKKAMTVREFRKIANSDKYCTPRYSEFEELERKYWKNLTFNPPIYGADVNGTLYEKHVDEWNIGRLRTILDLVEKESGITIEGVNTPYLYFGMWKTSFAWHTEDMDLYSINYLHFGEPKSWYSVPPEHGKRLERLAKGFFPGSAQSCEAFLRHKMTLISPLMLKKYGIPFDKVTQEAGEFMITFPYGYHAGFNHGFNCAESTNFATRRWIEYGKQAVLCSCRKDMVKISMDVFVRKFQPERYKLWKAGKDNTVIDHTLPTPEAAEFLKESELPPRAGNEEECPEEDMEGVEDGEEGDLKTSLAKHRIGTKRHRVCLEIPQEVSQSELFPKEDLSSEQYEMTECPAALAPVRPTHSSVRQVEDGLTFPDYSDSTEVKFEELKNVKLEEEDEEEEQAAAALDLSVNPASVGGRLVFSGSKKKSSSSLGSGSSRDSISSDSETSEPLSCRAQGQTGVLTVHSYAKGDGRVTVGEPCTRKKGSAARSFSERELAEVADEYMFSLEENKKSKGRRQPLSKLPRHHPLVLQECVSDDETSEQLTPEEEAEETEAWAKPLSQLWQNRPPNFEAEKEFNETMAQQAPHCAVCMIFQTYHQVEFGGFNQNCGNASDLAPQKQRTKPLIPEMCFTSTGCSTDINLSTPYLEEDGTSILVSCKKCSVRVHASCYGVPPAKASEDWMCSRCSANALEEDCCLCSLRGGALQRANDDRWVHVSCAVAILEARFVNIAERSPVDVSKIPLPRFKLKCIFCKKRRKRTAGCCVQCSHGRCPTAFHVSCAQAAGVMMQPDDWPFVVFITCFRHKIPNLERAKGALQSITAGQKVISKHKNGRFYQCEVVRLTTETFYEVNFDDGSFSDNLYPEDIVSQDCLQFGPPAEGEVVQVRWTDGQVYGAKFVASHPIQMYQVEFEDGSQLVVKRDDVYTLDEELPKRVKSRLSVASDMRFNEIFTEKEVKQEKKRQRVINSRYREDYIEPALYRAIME
G9a block = qHTS Assay for Inhibitors of Histone Lysine Methyltransferase G9a | G9a H3K9 monomethylation, AlphaScreen, 2 h | Potency, µM (doses to about 102 µM), for inactives: at the top dose activity, negative = inhibition, usual class: inhibitors | actives 8.8% (n = 350,000); note: potency is the fitted concentration of half-maximal effect; % is set by controls: 0 for no effect and ±100 for the full control effect; nearly all actives have a fitted effect of over 75% in size
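Readings reflect AlphaScreen signal from monomethyl-H3K9 antibody detection. HMT at 20 nM; substrate b-H3K9 500 nM; cofactor SAM 20 uM; 2 h RT reaction; compounds tested as titrations in qHTS with 15 min preincubation.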
* = called active by the depositor; i = inactive; ? = inconclusive; . = not tested or not shown; & = joins results of further samples; [ ] = another dose, or the depositor's remark. Unless noted, calls come from the whole dose curve; as a rule, active = well fitted curve in the direction sought with a large enough effect; inconclusive = small, poorly fitted or top-dose-only effect, or another doubt; inactive = no such curve, though single readings can be large; an effect the other way counts as inactive or inconclusive.

nr	canonical_smiles	BAZ2B block	GLS inhibitor	PI4K2A inh	PGK inhibitor	HP1b chromo inh
1	OCCC1CN(C2CCC2)CCN1Cc1ccc(F)c(F)c1 (stereo unspecified)	-15%	5%	5	2%	12%
2	COc1ccc(S(=O)(=O)Nc2ccc3c(c2)n(C)c(=O)n3C)cc1C	?	10%	-2	-9%	-7%
3	Cc1ccc(NC(=O)C2CCCN(c3nccc(C)n3)C2)c(C)c1 (stereo unspecified)	8%	10%	-2	i	4%
4	O=C(Nc1ccccc1C(=O)O)c1cccc(S(=O)(=O)N2CCCC2)c1	2%	12%	-4	i	13%
5	CC(C)Cn1c(SCC(N)=O)nnc1-c1cccc(S(=O)(=O)N2CCOCC2)c1	.	21%	2	3%	17%
6	CCn1c(SCC(=O)N2CCC(C(N)=O)(N3CCCCC3)CC2)nc2ccccc2c1=O	.	0%	-1	-1%	25%
7	CCCCc1nc(SCC(=O)Nc2ccc(S(N)(=O)=O)cc2)n[nH]1	9%&-3%	3%&3%	0&0	i	41%&33%[activator]
8	COc1c(C)cc(C(=O)C2CCCN(Cc3cnc(N4CCOCC4)s3)C2)cc1C (stereo unspecified)	19%	2%	-2	0%	24%
9	COC(=O)CN1C(=O)CSc2ccc(S(=O)(=O)Nc3c(C)cc(C)cc3C)cc21	-16%	3%	-1	8%	21%
10	Cc1cc(C)cc(-n2ccnc2SCC(=O)Nc2nccs2)c1	-28%	7%	6	10%	1%

nr	Pin1 inh	ERG-DNA inh	JMJD2A Tudor inh	G9a block
1	3%	-8%	-8%	15%
2	3%	1%	-15%	27%
3	-8%	0%	-4%	0%[59 µM]
4	4%	-4%	-17%	-4%[59 µM]
5	-10%	-6%[15.4 µM]	3%	.
6	10%	-3%	-5%	.
7	0%&2%	-4%&-5%	-3%&-18%	-26%[12.7 µM]
8	16%	-6%	?	50%[12.7 µM]
9	-2%	12%	-3%	-24%[59 µM]
10	9%	5%	-18%	-6%

Carrying on:
nr	canonical_smiles	BAZ2B block	GLS inhibitor	PI4K2A inh	PGK inhibitor	HP1b chromo inh
11	CC(=O)c1sc(NC(=O)Cc2c(F)cccc2Cl)nc1C	-1%	-8%	0	-4%	14%
12	COc1ccccc1C(=O)Nc1ccc(S(=O)(=O)Nc2ncccn2)cc1	0%	6%	-1	2%	35%
13	Fc1cccc(NCc2ccoc2)c1	-7%	-1%	0	3%	39%
14	Cc1ccc(-n2c(SCC(=O)NCc3ccco3)nc3nc4c(cc3c2=O)COC(C)(C)C4)cc1	?	-20%	1	i	27%
15	NC(=O)CSc1nnc(C2CC2)n1-c1ccccc1	-4%	1%	1	1%	21%
16	CCc1cccc(CC)c1NC(=O)COC(=O)/C(C#N)=C/c1ccc(OC)cc1	-1%	6%	-6	0%	4%
17	Cc1ccccc1NC(=O)c1ccc2c(c1)OCCO2	4%	0%	2	-9%	19%
18	Cn1cc(-c2ccccc2C(=O)O)c(=O)c2cc(Cl)ccc21	0%	0%	-3	i	11%
19	COc1ccc2c(c1)CCc1sc(NC(=O)c3ccc(Br)cc3)nc1-2	-1%	-1%	0	i	34%
20	COc1ccccc1CN(C)C(=O)c1ccccc1SCC(=O)N1CCCC1	3%	-1%	-2	-2%	46%[activator]

nr	Pin1 inh	ERG-DNA inh	JMJD2A Tudor inh	G9a block
11	29%	-2%	-12%	6%
12	2%	0%	-8%	3%[59 µM]
13	-1%	0%	-35%	40µM*
14	0%	3%	-29%	?
15	3%	1%	3%	16%[2.33 µM]
16	11%	2%	-1%	-2%[59 µM]
17	-2%	-7%	-15%	-1%[12.7 µM]
18	-1%	7%	-2%	-5%[2.33 µM]
19	0%	0%	-28%	?
20	3%	16%	6%	0%[12.7 µM]

Continued:
nr	canonical_smiles	BAZ2B block	GLS inhibitor	PI4K2A inh	PGK inhibitor	HP1b chromo inh
21	COCCCn1c(C(=O)NCCN2CCOCC2)cc2c(=O)n3ccccc3nc21	-28%	2%	15	-4%	4%
22	COCCn1c(C)cc(C(=O)CSc2nc3ccccc3c(=O)n2C(C)COC)c1C (stereo unspecified)	-38%	2%	0	i	?
23	Cc1ccc(CSc2ncc(Cl)c(C(=O)NCCc3ccc(S(N)(=O)=O)cc3)n2)cc1	-18%	1%	-4	-5%	8%
24	O=C(Cn1cc(SCc2c(F)cccc2Cl)c2ccccc21)N1CCCCC1	-6%	5%	-1	-7%	42%
25	CCN1C(=O)[C@H]2[C@@H](c3ccc(C)cc3)N3C(=O)N(c4cccc(Cl)c4)C(=O)[C@@]3(Cc3ccccc3)[C@H]2C1=O	5%	-3%	2	1%	33%
26	COc1ccc(-c2cc3c(=O)n(CC(=O)NCCCN4CCC(N5CCCCC5)CC4)ncn3n2)cc1	-17%	-7%	-1	-7%	33%
27	O=C(c1ccccc1NS(=O)(=O)c1ccc(Br)s1)N1CCOCC1	0%	4%	-2	0%	24%
28	COc1ccc(C(=O)Nc2sc3c(c2C(=O)NCc2ccco2)CCCC3)cc1OC	-6%	6%	-5	-2%	11%
29	CCCCCCn1c(N2CCCC2)nc2c1c(=O)n(C)c(=O)n2C	-5%	6%	3	5%	17%
30	CCOCCc1nn2c(=O)cc(COC(=O)COc3ccccc3Cl)nc2s1	-1%	2%	3	-10%	44%[activator]

nr	Pin1 inh	ERG-DNA inh	JMJD2A Tudor inh	G9a block
21	2%	-1%	-16%	-1%
22	1%	1%	?	?
23	8%	4%	-20%	-30%[59 µM]
24	-1%	5%	13%	-2%[59 µM]
25	0%	-7%	-17%	13%[2.33 µM]
26	2%	0%	-10%	?
27	-8%	-1%	-9%	-6%[12.7 µM]
28	19%	5%	-19%	22%[59 µM]
29	-1%	2%	-30%	.
30	-1%	-3%	1%	2%[59 µM]

Some of these compounds in order of formula weight, largest number first:
nr	canonical_smiles	BAZ2B block	GLS inhibitor	PI4K2A inh	PGK inhibitor	HP1b chromo inh
26	COc1ccc(-c2cc3c(=O)n(CC(=O)NCCCN4CCC(N5CCCCC5)CC4)ncn3n2)cc1	-17%	-7%	-1	-7%	33%
23	Cc1ccc(CSc2ncc(Cl)c(C(=O)NCCc3ccc(S(N)(=O)=O)cc3)n2)cc1	-18%	1%	-4	-5%	8%
22	COCCn1c(C)cc(C(=O)CSc2nc3ccccc3c(=O)n2C(C)COC)c1C (stereo unspecified)	-38%	2%	0	i	?
27	O=C(c1ccccc1NS(=O)(=O)c1ccc(Br)s1)N1CCOCC1	0%	4%	-2	0%	24%
30	CCOCCc1nn2c(=O)cc(COC(=O)COc3ccccc3Cl)nc2s1	-1%	2%	3	-10%	44%[activator]
24	O=C(Cn1cc(SCc2c(F)cccc2Cl)c2ccccc21)N1CCCCC1	-6%	5%	-1	-7%	42%

nr	Pin1 inh	ERG-DNA inh	JMJD2A Tudor inh	G9a block
26	2%	0%	-10%	?
23	8%	4%	-20%	-30%[59 µM]
22	1%	1%	?	?
27	-8%	-1%	-9%	-6%[12.7 µM]
30	-1%	-3%	1%	2%[59 µM]
24	-1%	5%	13%	-2%[59 µM]

Remaining list, next part
nr	canonical_smiles	BAZ2B block	GLS inhibitor	PI4K2A inh	PGK inhibitor	HP1b chromo inh
31	CCCC(=O)Nc1ccc(N2CCOCC2)cc1	8%	?	-17	1%	26%
32	CCOC(=O)C1(CCc2ccccc2)CCN(C(=O)c2occc2C)CC1	-1%	1%	4	i	?
33	CC(/C=N/NC(=O)c1ccc(CN2c3cccc4cccc(c34)S2(=O)=O)cc1)c1ccccc1 (stereo unspecified)	9%	8%	-3	-2%	5%
34	Cc1cc(C)c2cc(CN(CCN(C)C)C(=O)Nc3ccccc3Cl)c(=O)[nH]c2c1	-6%	2%	2	7%	24%
35	CN(C)C(=O)Cn1cc(S(=O)(=O)Cc2ccccc2)c2ccccc21	-20%	0%	7	-3%	34%
36	COc1ccc([N+](=O)[O-])cc1N(CC(O)CN1CCCCC1)S(=O)(=O)c1ccc(C)cc1 (stereo unspecified)	-17%	4%	-2	2%	11%
37	CC1CCCCN1C(=O)c1c(Cl)cnn1C (stereo unspecified)	-2%	-7%	-2	-10%	49%[activator]
38	NC(=O)C1CCN(c2nc(-c3ccc(Br)cc3)cs2)CC1	9%&-7%&-12%	-10%	4	-1%	33%&38%
39	CSc1c(CC(=O)Nc2ccc(F)cc2)n(Cc2ccccc2)c2ccccc12	-25%	1%	-1	-3%	8%
40	COc1ccc(S(=O)(=O)N2CCN(CC(=O)Nc3cc(OC)cc(OC)c3)CC2)cc1	3%	10%	2	-2%	2%

nr	Pin1 inh	ERG-DNA inh	JMJD2A Tudor inh	G9a block
31	-2%	12%	-12%[11.4 µM]	-31%[12.7 µM]
32	-6%	-15%	-36%	8%
33	14%	-16%	-11%[57.1 µM]	11%
34	2%	-3%	-12%	.
35	-2%	19%	-18%	-5%
36	-4%	1%	-18%	.
37	-10%	-2%	2%	-2%
38	-6%&1%	6%	-3%&-1%	4%[12.7 µM]
39	-5%	0%	-12%	8%[59 µM]
40	2%	-4%	-22%	-6%
